# TNAP act DEA: human TNAP enzyme activators, primary screen, biochemical, luminescent, intermediate phosphate acceptor level. Alkaline phosphatase, tissue-nonspecific isozyme (Homo sapiens), P05186. purified TNAP, CDP-star luminescence, 100 mM DEA, 30 min; active compounds read high; scale: 0 levamisole-inhibited, 1 vehicle-only enzyme. activation factor at 20 µM. 64,000 tested, under 10 active. AID 813, 2007;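 active means activation factor of at least 2 at 20 µM, relative to controls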
# D1 mod: D1 CRE-luciferase signal change, two-sided – cell-based, HEK293 D1, dopamine EC30, D1 allosteric modulator project, primary screen; D(1A) dopamine receptor (Homo sapiens), P21728; dopamine EC30 potentiation; actives deviate in either direction; B-score at 10 µM; actives 5.9% (n = 58,000); AID 641, 2007;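 active means luminescence count or its row- and column-corrected plate score outside the 99.7% band of the plate's sample wells, on either side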
# SF1 activator: activators of human SF-1, primary screen, cell-based, CHO-K1, Gal4-SF-1 LBD, luciferase luminescence. Steroidogenic factor 1 (Homo sapiens), Q13285. CHO-K1 Gal4-SF-1 LBD luciferase reporter; % increase over DMSO SF-1-specific signal. activation, % at 10 µM. actives 1.9% (n = 65,000). AID 522, 2006;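 active means activation above the mean activation of all tested compounds plus 3 SD, cut at about 50% in these data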
#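 Material: CHO-K1 cells with Gal4–hSF-1 LBD chimera plus Gal4-driven luciferase / Input: 4,000 CHO-K1 cells per well / Incubation: compound exposure 20 h at 37 °C / Signal: luminescence read 15 min after SteadyLite luciferase reagent, after room-temperature equilibration / Read-out: percent activation versus DMSO / Benchmarks: DMSO negative control and −SF1 background wells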
# Her2 expr inh: inhibitors of Her2 protein expression, primary screen, SKBR-3 cells, AlphaScreen, 66K library | Receptor tyrosine-protein kinase erbB-2 (Homo sapiens), P04626 | SKBR-3 HER2 protein level, 18-24 h; active compounds read low | HER2 level % of control, % at 10 µM | actives 0.69% (n = 65,000);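 active means HER2 level under 5% of the carrier-only control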;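 further: 100% = DMSO carrier and 0% = 500 nM PU-H71 HSP90 inhibitor; lower value means stronger loss of Her2 protein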
# DUSP1 inh: MKP-1 phosphatase inhibitors, primary screen, biochemical, in vitro | actives 0.15% (n = 65,000) | Dual specificity protein phosphatase 1 (Homo sapiens), P28562 | inhibition, %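 (compounds tested at a single concentration somewhere between 10 and 100 µM)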 | recombinant MKP-1, OMFP hydrolysis fluorescence;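 active means inhibition above about 50%, limit read from the data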;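 further: 0% = DMSO max control wells and 100% = wells with enzyme stopped by NaOH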
# Target sequence (P28562 whole entry, looked up): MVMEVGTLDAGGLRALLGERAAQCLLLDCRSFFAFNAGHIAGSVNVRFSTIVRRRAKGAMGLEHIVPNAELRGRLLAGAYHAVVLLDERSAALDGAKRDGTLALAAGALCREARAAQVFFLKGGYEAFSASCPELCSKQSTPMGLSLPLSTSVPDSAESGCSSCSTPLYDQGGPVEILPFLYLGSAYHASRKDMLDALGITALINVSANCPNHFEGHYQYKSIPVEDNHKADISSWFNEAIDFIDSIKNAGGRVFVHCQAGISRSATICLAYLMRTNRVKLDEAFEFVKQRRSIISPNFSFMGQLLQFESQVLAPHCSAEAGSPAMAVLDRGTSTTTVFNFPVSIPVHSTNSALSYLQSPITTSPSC
# FXIIa mix inh: human factor XIIa inhibitors, primary screen, biochemical, pooled compound mixtures, fluorogenic substrate | Coagulation factor XII (Homo sapiens), P00748 | purified FXIIa | inhibition, % at 5 µM | actives 0.2% (n = 62,000) | AID 684, 2007; in the data active means inhibition above about 20%, passing the limit was not always enough;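 further: 0% = enzyme without compound and 100% = no enzyme blank; some results filed as inactive read as strong as hits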
# RORA act: activators of orphan receptor RORA, primary screen, cell-based, luminescence; AID 560, 2006; activation, % at 10 µM; CHO-K1 Gal4-RORA LBD luciferase reporter; percent increase over mock-subtracted basal signal; actives 1.5% (n = 65,000);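 active means activation above the mean of all tested compounds plus 3 SD, cut at about 49% in these data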;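 further: 0% = DMSO-treated RORA cells and 100% = added signal equal to DMSO minus mock-transfected cells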
# Target sequence (P35398 whole entry, looked up, the tested form may be a part): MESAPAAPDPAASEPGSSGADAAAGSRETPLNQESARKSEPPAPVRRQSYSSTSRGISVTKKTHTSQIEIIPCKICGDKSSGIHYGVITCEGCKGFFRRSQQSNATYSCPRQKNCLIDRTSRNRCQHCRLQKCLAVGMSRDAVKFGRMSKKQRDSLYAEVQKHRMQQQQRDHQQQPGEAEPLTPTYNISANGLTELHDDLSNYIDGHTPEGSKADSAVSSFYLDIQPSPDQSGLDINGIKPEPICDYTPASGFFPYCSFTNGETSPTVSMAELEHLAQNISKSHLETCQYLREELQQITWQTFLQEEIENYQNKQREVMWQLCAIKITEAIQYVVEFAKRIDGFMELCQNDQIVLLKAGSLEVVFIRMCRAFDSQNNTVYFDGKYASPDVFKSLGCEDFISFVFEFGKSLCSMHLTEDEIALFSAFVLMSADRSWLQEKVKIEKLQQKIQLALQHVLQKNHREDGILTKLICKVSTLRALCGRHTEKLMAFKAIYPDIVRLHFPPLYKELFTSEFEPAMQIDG
# Hsp90 inh: tumor Hsp90 inhibitors, primary screen, cell lysate, fluorescence polarization, NCI-N417 lysate; inhibition, % at 30 µM; Cy3B-geldanamycin FP displacement; actives 0.35% (n = 64,000); Heat shock protein HSP 90-alpha (Homo sapiens), P07900;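 active means inhibition above 50%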;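 further: 0% = tracer plus lysate wells and 100% = tracer alone without lysate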
# Cdc25B inh: inhibitors of Cdc25B phosphatase catalytic domain, primary screen, biochemical, OMFP fluorescence | inhibition, %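 (compounds tested at 10 µM final in the well)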 | actives 0.1% (n = 65,000) | M-phase inducer phosphatase 2 (Homo sapiens), P30305 | recombinant Cdc25B, OMFP fluorescence Ex485/Em525 | AID 368, 2006; in the data active means inhibition above about 50%
# An asterisk follows results filed as active; . = not tested or not shown.
SMILES,TNAP act DEA,D1 mod,SF1 activator,Her2 expr inh,DUSP1 inh,FXIIa mix inh,RORA act,Hsp90 inh,Cdc25B inh
CSc1nsc(SCCN2C(=O)c3ccccc3C2=O)n1,0.9,0.0914,6.2,163.8,5.7,8.2,-25.6,-2.1,-6.8
Nc1nonc1/C(=N/O)N1CCN(CCO)CC1,1,.,-13.2,91.5,7.7,-2.3,-29.6,-2.5,-2.7
O=C(OCc1ccccc1)Oc1cncc(C(=O)O)c1,0.9,0.00272,-14.3,90.6,1.5,0.5,-12.9,-1.8,-4.7
Cc1cccc(S(=O)(=O)Nc2cccc(-c3cn4ccsc4n3)c2)c1,0.9,0.0972,2.0,78.5,9.6,9.7,20.3,0.6,-1.8
CCOC(=O)C(CCc1nnc(N)s1)C(=O)OCC,1,-1.08,5.4,101.9,10.9,8.6,-6.0,-2.1,2.4
Cc1nnc(SCc2nc3ccccc3[nH]2)s1,0.8,-0.0994,3.6,162.7,-22.1,.,-18.5,2.6,-6.4
CC(=O)N1CCc2cc(Br)cc(S(=O)(=O)N3CCN(C(=O)c4ccco4)CC3)c21,1,-0.09,-2.5,112.1,-13.4,-2.5,31.8,-3.1,-4.6
C=C(C)Cn1c(N2CCN(CC)CC2)nc2c1c(=O)[nH]c(=O)n2C,0.9,0.264,.,106.1,-5.3,9.7,.,-4.2,-17.9
CCCC(=O)Nc1ccc(NC(=O)c2cccs2)cn1,0.8,-0.039,17.5,88.4,1.2,-0.2,7.5,-0.6,-31.8
COc1ccc(-c2cc3ccccc3n2CC(O)Cn2nc(C)cc2C)cc1 (configuration not stated),0.9,.,-15.6,64.4,13.6,2.8,-27.1,.,-11.2
N#CCC(=O)Nc1ncn(Cc2ccccc2Cl)n1,1,.,2.0,105.0,-1.9,-0.5,8.4,-13.9,3.6
Cc1cc(N(C)C)c(C#N)c(N2CCOCC2)n1,0.9,.,-7.6,72.2,-13.2,-18.6,10.8,2.9,4.5
CCN1CCN(Cc2ccccc2NC(=O)Nc2ccc(C)cc2)CC1,0.9,-2.31,19.0,90.9,4.7,4.4,28.8,-3.8,-3.7
CCS(=O)(=O)N1CCC(C(=O)NCC2CCCO2)CC1 (configuration not stated),0.9,0.298,0.9,104.4,-11.8,-5.2,-6.5,-0.7,-19.3
COc1cccc(NC(=O)c2ccccc2SC)c1,0.9,0.0838,-0.9,120.5,-3.2,-1.4,-7.6,-1.6,-5.5
O=C(NC1CCCCC1)NC1CC2CCC(C1)N2C(=O)NCc1ccccc1 (configuration not stated),1,0.469,0.5,63.9,-3.0,2.8,-6.3,-1.3,-5.6
OC(COCc1ccccc1)CN1CCN(c2ccccc2F)CC1 (configuration not stated),1,-1.21,15.0,157.6,1.6,-13.3,9.5,-0.9,-1.5
COc1ccc(CCNS(=O)(=O)c2ccc3c(c2)CCN3C(=O)CCC(=O)O)cc1OC,1,-0.14,-1.7,112.9,16.2,4.5,-10.1,0.7,-0.7
Nc1c(-c2ccccc2)n[nH]c1-c1ccccc1,0.5,-0.632,15.3,58.7,0.6,-15.0,34.8,2.1,-8.8
Cc1onc(-c2ccccc2)c1C(=O)NCc1ccc2c(c1)OCO2,1,0.97,-0.1,93.5,-7.4,1.6,-19.4,1.4,-10.6

# Among those listed so far, 3 have an aryl methoxy group.
SMILES,TNAP act DEA,D1 mod,SF1 activator,Her2 expr inh,DUSP1 inh,FXIIa mix inh,RORA act,Hsp90 inh,Cdc25B inh
COc1ccc(-c2cc3ccccc3n2CC(O)Cn2nc(C)cc2C)cc1 (configuration not stated),0.9,.,-15.6,64.4,13.6,2.8,-27.1,.,-11.2
COc1cccc(NC(=O)c2ccccc2SC)c1,0.9,0.0838,-0.9,120.5,-3.2,-1.4,-7.6,-1.6,-5.5
COc1ccc(CCNS(=O)(=O)c2ccc3c(c2)CCN3C(=O)CCC(=O)O)cc1OC,1,-0.14,-1.7,112.9,16.2,4.5,-10.1,0.7,-0.7

# Remaining list, next part
SMILES,TNAP act DEA,D1 mod,SF1 activator,Her2 expr inh,DUSP1 inh,FXIIa mix inh,RORA act,Hsp90 inh,Cdc25B inh
COC(=O)C1C2C=CC3(CN(Cc4ccco4)C(=O)C13)O2 (configuration not stated),0.9,0.134,-4.5,90.1,-0.1,3.2,9.9,-4.6,-8.8
CCCS(=O)(=O)N1CCCC(C(=O)NCCCN(Cc2ccccc2)C(C)C)C1 (configuration not stated),1,-0.784,6.9,74.4,8.8,9.8,3.4,0.8,-12.1
CC(=O)Nc1ccc(S(=O)(=O)N2CCN(c3cc(C)nc4ccccc34)CC2)cc1,0.9,0.914,-4.7,89.6,8.7,-19.3,19.4,-0.3,-11.8
COc1ccc(C(=O)NCCNC(C)=O)cc1S(=O)(=O)NCc1ccc(Cl)cc1,0.9,0.487,4.4,136.8,8.0,-4.3,3.0,-2.8,-9.2
CCC(=O)Nc1ccc(NC(=O)c2cccc(OC)c2)nc1,0.8,0.0736,45.9,107.3,-1.8,6.9,28.0,2.0,-9.9
CNC(=O)N(O)C1N(C)C(=O)N(CC(=O)OC)C1(C)C (configuration not stated),0.9,-0.00703,11.2,77.5,18.8,7.1,-3.4,-0.2,-3.2
COc1cc(-c2nc(Cc3c(F)cccc3Cl)no2)cc(OC)c1OC,1,1.42,3.6,94.2,21.1,-14.2,-18.2,-0.6,-0.1
O=C(NCC1CCCCC1)C1CCCN(C(=O)NC2CCCCC2)C1 (configuration not stated),0.9,-0.405,8.4,106.6,6.8,.,1.1,-0.6,-6.6
CCOC(=O)c1cc(NC(=O)N2CCCCC2)c(C)nc1C,1,.,-2.0,81.1,-3.1,-1.6,-6.3,-6.7,2.2
CCOC(=O)C1(C)NC(c2ccc(OC)cc2OC)C2C(=O)N(c3cccc(OC)c3)C(=O)C21 (configuration not stated),0.9,-0.266,0.5,105.8,23.1,-4.2,-18.0,-2.3,1.6
C=CCOC(=O)C1=C(C)Nc2nnnn2C1c1cccc(OC)c1OC (configuration not stated),0.9,1.26,2.3,111.5,3.9,5.4,-12.9,0.2,5.1
COc1c(C)cc(Br)cc1C(=O)Nc1cccc(NC(=O)c2ccco2)c1,0.9,-1.12,3.1,58.1,-4.5,3.5,-11.5,-1.6,-27.8
CC(NC(=O)Nc1ncccn1)(C(F)(F)F)C(F)(F)F,0.9,.,1.3,138.6,-22.3,.,-0.1,-2.2,-18.9
CC1CCCN(S(=O)(=O)c2coc(C(N)=O)c2)C1 (configuration not stated),0.8,0.975,-18.0,112.8,-8.9,4.2,12.2,0.1,-8.1
O=C1c2ccccc2S(=O)(=O)N1CC(O)COc1ccc(Br)cc1 (configuration not stated),1,0.773,4.8,100.7,8.5,-1.5,21.2,-3.1,-6.5
C=CCNc1nc(C)nc(OC)n1,1,0.422,1.1,89.8,-28.4,.,-6.9,-1.3,-21.7
Cc1nc(SCn2nnc3ccccc3c2=O)nc(C)c1C,0.9,1.49,10.4,93.7,6.5,-1.8,16.8,1.5,-10.9
COc1ccccc1NC(=O)Cn1c(=O)n2nc(C)nc2c2ccccc21,0.9,0.284,2.7,82.6,3.4,-4.0,4.8,-3.2,0.1
Cc1cc(NC(=O)CSc2ccc3nnc(-c4ccccn4)n3n2)no1,0.9,0.445,1.2,85.5,8.8,-4.5,-0.6,-2.7,3.6
O=C(c1ccc2c(c1)OCCO2)C1CCN(S(=O)(=O)c2cccc(F)c2)CC1,0.9,0.0652,-8.6,77.4,5.7,6.5,5.7,-0.6,12.9
Cc1c(C)[n+](=O)c(-c2ccco2)c(C)n1[O-],0.9,-0.191,0.1,118.6,0.1,11.6,-21.6,-2.7,-1.1
O=S(=O)(c1cccc2c(S(=O)(=O)N3CCCC3)cccc12)N1CCCC1,0.8,.,-2.8,101.8,2.7,-15.5,-22.8,-2.7,-14.9
O=S(=O)(CCc1nc2ccccc2o1)c1ccc(Cl)c(Cl)c1,0.9,-0.323,4.0,119.6,-4.0,1.0,-3.5,-0.4,-3.7
CCOC(=O)C1CCN(CC(=O)Nc2c(C(=O)OC)[nH]c3cccc(C)c23)CC1,1,1.37,-7.1,92.6,15.1,-4.6,-25.9,-3.3,9.5
CC(=O)c1sc(NC(=O)c2ccc(Cn3cc(Br)cn3)o2)nc1C,0.9,.,-9.5,86.0,20.1,2.1,-9.0,-2.5,-4.3
N#Cc1c(NC(=O)Cn2cnc3ccccc3c2=O)oc(-c2ccccc2)c1-c1ccccc1,1,-4.71*,-4.1,76.5,16.5,10.0,-6.0,0.7,-1.3
CC(=O)c1c(N(C)C)ccnc1C(F)(F)F,0.9,-0.343,-8.1,93.2,6.2,3.9,8.0,-5.1,-6.0
CCOc1ccc(/C(O)=C2/C(=O)C(=O)N(CCOCCO)C2c2ccc(F)cc2)cc1 (configuration not stated),0.9,-0.361,2.4,97.8,-5.0,1.8,-17.2,1.3,-1.0
CCn1c(Cc2ccc(OC)cc2)nnc1SCC(=O)NC1CCCCC1,0.9,0.01,-9.0,92.1,-19.5,0.1,-5.5,-1.8,-20.6
O=C(CSc1nc2ncccc2[nH]1)NCc1ccccc1,0.8,-1,6.4,106.8,4.0,12.7,14.5,-3.1,1.7
CCNC(=O)N1C(=O)C2(OCCO2)c2ccccc21,0.9,0.359,-7.8,112.8,-8.0,-18.4,0.4,-1.8,-9.4
CCOc1ccc(C2N(c3cc(C)on3)C(=O)C3CCCN32)cc1OC (configuration not stated),1,1.44,-7.0,94.5,1.6,5.4,9.5,0.4,-6.2
COc1ccccc1CNCc1cc(OC)c(OC)cc1OC,0.9,0.0118,3.5,106.3,8.5,8.1,0.7,-0.8,0.7
N=c1c2c3c(sc2ncn1N)CCCCC3,1,.,0.8,76.7,5.3,1.2,-9.2,-5.5,21.1
COc1ccc(NC(=O)c2ccco2)cc1NC(=O)c1cccs1,0.8,-0.0303,11.5,96.7,-3.3,-14.3,0.7,-2.4,-12.5
CCN(CC)CCNS(=O)(=O)c1ccc(Cl)cc1,0.9,-0.778,7.2,86.1,16.6,-5.0,-15.5,-2.1,-8.6
CC(=O)Nc1ccc(S(=O)(=O)N2CCN(C(=O)N3CCOCC3)CC2)cc1,0.9,0.474,-0.6,109.3,12.5,0.1,0.7,-7.2,0.9
CN(C)/C=C1\N=C(c2ccc3c(c2)OCO3)OC1=O,0.9,0.178,28.5,110.0,-6.0,-1.3,17.6,-5.7,-5.9
O=C(O)CCCCCN=C1CCc2ccccc2N1,1,.,2.1,106.4,13.5,5.4,1.7,-1.4,-21.0
Cc1ccc(C2/C(=C(\O)c3ccc4c(c3)OCCO4)C(=O)C(=O)N2CCCN(C)C)o1 (configuration not stated),1,.,15.2,66.9,-8.5,.,12.6,-7.0,4.7

# Molecules above that have a CF3 group:
SMILES,TNAP act DEA,D1 mod,SF1 activator,Her2 expr inh,DUSP1 inh,FXIIa mix inh,RORA act,Hsp90 inh,Cdc25B inh
CC(NC(=O)Nc1ncccn1)(C(F)(F)F)C(F)(F)F,0.9,.,1.3,138.6,-22.3,.,-0.1,-2.2,-18.9
CC(=O)c1c(N(C)C)ccnc1C(F)(F)F,0.9,-0.343,-8.1,93.2,6.2,3.9,8.0,-5.1,-6.0
